PME-1 primary = PME-1 inhibitors via competitive probe labeling, primary screen, biochemical, fluorescence polarization, FP-Rh probe, HTS. Protein phosphatase methylesterase 1 (Homo sapiens), Q9Y570. 320,000 tested, 0.53% active. inhibition, % at 5.9 µM. AID 2130, 2009. recombinant PME-1;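 active = inhibition above the campaign mean of all compounds plus 3 SD, cut at about 26% in these data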;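 also: competitive labeling of PME-1 active site by serine hydrolase directed probe; 0% = PME-1 with DMSO and 100% = wells lacking PME-1 enzyme; inhibitors block probe labeling so polarization falls and inhibition rises; many of its hits are not listed in these tables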
Target sequence (Q9Y570 whole entry, looked up): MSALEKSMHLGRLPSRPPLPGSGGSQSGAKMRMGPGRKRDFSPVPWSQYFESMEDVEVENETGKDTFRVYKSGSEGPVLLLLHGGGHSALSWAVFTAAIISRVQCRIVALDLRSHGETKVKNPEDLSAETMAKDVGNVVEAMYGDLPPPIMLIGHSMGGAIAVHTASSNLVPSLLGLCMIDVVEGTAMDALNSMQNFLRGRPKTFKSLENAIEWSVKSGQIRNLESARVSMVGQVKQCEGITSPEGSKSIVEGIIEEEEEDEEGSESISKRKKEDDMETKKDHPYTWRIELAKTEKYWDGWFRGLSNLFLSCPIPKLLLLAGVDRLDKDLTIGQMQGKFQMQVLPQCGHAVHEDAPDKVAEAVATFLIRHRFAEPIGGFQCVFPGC
LYPLA1 counter = LYPLA1 inhibitors, primary screen, counter-screen for PME1 inhibitor project, biochemical, fluorescence polarization, FP-Rh probe ABPP. Acyl-protein thioesterase 1 (Homo sapiens), O75608. recombinant LYPLA1. inhibition, % at 5.9 µM. 320,000 tested, 0.16% active. AID 2174, 2009;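 active = inhibition above the mean of all tested compounds plus 3 SD, set per campaign, cut at about 14% in these data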;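 also: inhibitors block serine hydrolase probe labeling of LYPLA1 so polarization falls; 0% = enzyme with DMSO and 100% = wells lacking LYPLA1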
pPAFAH FP inh = pPAFAH enzyme inhibitors, primary screen, biochemical, fluorescence polarization, human | inhibition, % at 3.39 µM | Platelet-activating factor acetylhydrolase (Homo sapiens), Q13093 | 330,000 tested, 1.5% active | AID 463082, 2010 | recombinant pPAFAH, FP-rhodamine probe fluorescence polarization;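 active = inhibition above the mean inhibition across the screen plus 3 SD, cut at about 25% in these data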;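 also: inhibitors block binding of the rhodamine activity-based probe so polarization drops; 0% = enzyme with DMSO and 100% = wells lacking pPAFAH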
GSTO1 counter = inhibitors of recombinant GSTO1, primary screen, counter-screen for RBBP9 inhibitor project, biochemical, fluorescence polarization; Glutathione S-transferase omega-1 (Homo sapiens), P78417; activity-based probe fluorescence polarization; inhibition, % at 5.96 µM; 300,000 tested, 1.1% active; AID 1974, 2009;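 active = inhibition above the campaign mean inhibition plus 3 SD, cut at about 35% in these data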;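 also: 0% = GSTO1-1 with DMSO and 100% = wells lacking GSTO1-1 enzyme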
Target sequence (P78417 whole entry, looked up): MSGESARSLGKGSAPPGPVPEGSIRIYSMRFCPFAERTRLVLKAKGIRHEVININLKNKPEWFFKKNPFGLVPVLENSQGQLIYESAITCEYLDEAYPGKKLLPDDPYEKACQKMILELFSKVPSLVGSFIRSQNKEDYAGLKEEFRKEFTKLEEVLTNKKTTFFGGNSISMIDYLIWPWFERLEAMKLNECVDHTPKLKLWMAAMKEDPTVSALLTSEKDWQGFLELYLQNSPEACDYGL
LYPLA2 inh = LYPLA2 inhibitors, primary screen, counter-screen for PME1 inhibitor project, biochemical, fluorescence polarization, FP-Rh probe ABPP. 320,000 tested, 0.38% active. Acyl-protein thioesterase 2 (Homo sapiens), O95372. recombinant LYPLA2. inhibition, % at 5.9 µM;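 active = inhibition above the screen-wide mean plus 3 SD, limit set per campaign, cut at about 26% in these data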;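 also: 0% = LYPLA2 with DMSO and 100% = wells lacking LYPLA2 enzyme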
PAFAH1B2 FP inh = PAFAH1B2 enzyme inhibitors, primary screen, biochemical, fluorescence polarization, human. recombinant PAFAH1B2, FP-rhodamine activity probe. inhibition, % at 3.39 µM. 340,000 tested, 1.2% active. AID 492953, 2010;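 active = inhibition above the mean of all tested compounds plus 3 SD, cut at about 24% in these data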;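 also: 0% = enzyme with DMSO and 100% = wells lacking PAFAH1B2; many of its hits are not listed in these tables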
PAD4 inh = human PAD4 inhibitors, primary screen, biochemical, fluorescence polarization, 1536-well format; recombinant PAD4, RCA probe fluorescence polarization; inhibition, % at 6.36 µM; Protein-arginine deiminase type-4 (Homo sapiens), Q9UM07; 330,000 tested, 0.41% active;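 active = percent inhibition above a cutoff equal to the mean of all tested compounds plus 3 SD, cut at about 15% in these data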;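 also: 0% = PAD4 with RCA probe and DMSO and 100% = probe without PAD4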
PAFAH1B3 FP inh = PAFAH1B3 enzyme inhibitors, primary screen, biochemical, fluorescence polarization, human; 340,000 tested, 0.28% active; AID 492972, 2010; inhibition, % at 3.39 µM; recombinant PAFAH1B3, FP-rhodamine probe;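 active = inhibition above the screen-wide average of all tested compounds plus 3 SD, cut at about 25% in these data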;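 also: 0% = enzyme with DMSO only and 100% = wells lacking PAFAH1B3 protein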
Target sequence (Q15102 whole entry, looked up): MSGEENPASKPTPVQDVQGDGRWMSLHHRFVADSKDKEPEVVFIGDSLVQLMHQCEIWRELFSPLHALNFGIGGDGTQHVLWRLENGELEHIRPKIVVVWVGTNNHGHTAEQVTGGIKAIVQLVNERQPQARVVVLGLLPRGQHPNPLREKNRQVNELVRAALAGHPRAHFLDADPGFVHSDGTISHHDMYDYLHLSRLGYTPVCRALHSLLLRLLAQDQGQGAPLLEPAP
PREPL inhibitor = PREPL enzyme inhibitors, primary screen, biochemical, fluorescence polarization | AID 2751, 2010 | recombinant PREPL, fluorescence polarization activity-based probe | inhibition, % at 5.96 µM | 320,000 tested, 0.68% active | Prolyl endopeptidase-like (Homo sapiens), Q4J6C6; in the data active = inhibition above about 43%;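 also: 0% = enzyme with DMSO and 100% = wells lacking enzyme; many of its hits are not listed in these tables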
* hit, by the source's call; . = no result given; & = joins results of further samples. Only part of the results is shown; rates above refer to the full screens.

SMILES	PME-1 primary	LYPLA1 counter	pPAFAH FP inh	GSTO1 counter	LYPLA2 inh	PAFAH1B2 FP inh	PAD4 inh	PAFAH1B3 FP inh	PREPL inhibitor
CCCN(C(=O)Cn1nc(C)c([N+](=O)[O-])c1C)c1c(N)n(Cc2ccccc2)c(=O)[nH]c1=O	-4	1	2	-5	1	4	-3	1	-1
Cc1cccc(N2C(=NC(=O)c3ccccc3)SC3CS(=O)(=O)CC32)c1 (stereo unspecified)	-1	-1	-3	2	-5	1	2	8	0
CCSc1nnc(NC(=O)C(CC)Oc2ccccc2)s1 (stereo unspecified)	0	1	3	-11	4	3	2	9	12
CCc1nnc(NC(=O)CSc2nnnn2C)s1	-5	0	4	15	5	-3	-2	-6	3
CCCNC(=O)c1onc(CSc2ccc(Cl)cc2)c1C(=O)NC(C)C	3	0	4	11	0	6	4	1	2
CCOC(=O)CSc1nsc(SCC(=O)OCC)c1C#N	2	2	3	-7	5	0	1	4	-1
Cc1ccc(CCNC(=O)c2ccc3nc4ccc(Cl)cc4c(=O)n3c2)cc1	-5	-3	4	-4	-3	0	2	0	-3
C=CCN1C(=O)/C(=C2/Sc3ccccc3N2C)SC1=Nc1ccccc1C	1	-1	2	7	-2	3	2	4	2
CCOC(=O)c1c(C)c(C(=O)NCCN2CCOCC2)c(C)n1CC	2	3	2	5	2	-2	-7	8	4
COc1ccc(Br)cc1-c1noc(-c2ccccc2)n1	-1	0	-1	-3	2	0	-1	5	2
CC(C)(C)NC(=O)C(c1ccco1)N(C(=O)Cn1nnc(-c2ccc(F)cc2)n1)c1cccc(F)c1 (stereo unspecified)	2	-10	2	-8	-4	3	-1	8	14
O=C(/C=C/c1ccco1)Nc1ccc(-c2nc3ccccc3[nH]2)cc1	-26	-9	-3	4	-19	-10	-3	-14	-7
CC(C(=O)Nc1ncc([N+](=O)[O-])s1)N1C(=O)c2ccccc2S1(=O)=O (stereo unspecified)	1	2	2	-5	9	7	-2	16	3
CC(=O)Nc1ccc2c(c1)N(S(=O)(=O)c1cccs1)CCC2	9	-1	5	8	-4	0	3	-1	-9
COc1ccc2oc(C(=O)OCC(=O)N(C)C3CCCCC3)c(C)c2c1	-1	-4	2	4	-1	1	2	4	-4
O=C(CCSc1ccccc1)N1CCN(C(=O)c2ccco2)CC1	-2	-2	6	-14	2	2	-1	-8	7
CC1CCC(NC(=O)c2cccc(S(=O)(=O)N3CCN(C)CC3)c2)CC1 (stereo unspecified)	0	-2	4	7	-4	26*	3	4	-9
Cc1ccnc(NC(=O)CN2C(=O)c3ccccc3S2(=O)=O)c1	0	-1	2	5	9	0	2	5	7
Cc1ccc(S(=O)(=O)N2CCN(C(=O)CN3C(=O)NC(C)(c4ccc(Cl)cc4)C3=O)CC2)c(C)c1 (stereo unspecified)	.	.	1	.	.	5	7	6	18
CCn1c(=O)c(C(=O)Nc2ccccc2)c(O)c2ccccc21	0	2	1	8	-6	1	-6	5	7
Cc1c(CCOC(=O)CC23CC4CC(CC(C)(C4)C2)C3)sc[n+]1Cc1ccc([N+](=O)[O-])cc1	2	2	3	-1	8	11&6	0	2&-1	25
O=C(CC(=O)NC1CCCCC1)N/N=C/c1ccc(Cl)cc1	7	2	-2	1	20	7	4	5	0
O=C(COc1ccc2c3c(c(=O)oc2c1)CCCC3)NCc1ccccn1	1	0	1	-1	0	1	-1	7	9
Cc1c(Cl)cccc1N(CC(=O)NC(C)c1ccccc1)S(C)(=O)=O (stereo unspecified)	-7	2	-2	5	1	1	-2	3	-13
CC(C(=O)N1c2ccccc2Sc2ccccc21)n1nnc(-c2cccs2)n1 (stereo unspecified)	-2	-3	5	-2	-6	1	4	2	-5
Oc1ccc(NCc2cccc(OCc3ccccc3)c2)cc1	21	1	24	82*	6	10	6	6	28
Nc1ccc(C(=O)N/N=C/c2sc(N3CCOCC3)nc2-c2ccccc2)cc1	-22	3	16	6	1	2	1	1	12
N/C(=N\OC(=O)COc1ccc(Cl)cc1Cl)c1cccnc1	-4	-6	3	4	4	8	-3	13	-1
COc1ccccc1OCc1nnc(SCC(=O)Nc2nnc(C3CC3)s2)n1C	-7	-1	4	6	3	6	1	4	-3
CNC(=O)COC(=O)c1ccc(NC(=O)CC#N)cc1	-1	-1	-3	-1	-4	3	3	10	-14
CCN1CC(CN(C)Cc2nc(-c3ccc(OC)c4ccccc34)oc2C)CC1=O (stereo unspecified)	7	1	23	2	-3	9	0	7	18
NS(=O)(=O)c1cc2c(cc1Cl)NCNS2(=O)=O	-3	-2	1	3	0	0	2	-7	5
OCCCNc1ncnc2sc3c(c12)CCN(Cc1ccccc1)C3	-3	-1	4	5	1	1	-6	16	40
O=C(C1CCC(=O)N(C2CCCC2)C1)N1CCN(c2ccccc2Cl)CC1 (stereo unspecified)	-4	1	-5	5	-4	0	-3	9	29
CCc1nnc(NC(=O)CSc2nccn2-c2cccc(C)c2)s1	-2	0	4	0	1	-1	-1	-1	2
Cc1ccc(Cl)cc1N1CCN(S(=O)(=O)c2cc3c(cc2C)NC(=O)CO3)CC1	4	-2	-1	1	-3	-1	-3	0	-5
CSc1cccc(NC(=O)C2C3C=CC4(O3)C2C(=O)N(CCCN2CCOCC2)C4C(=O)NC2CCCCC2)c1 (stereo unspecified)	-3	0	2	-1	-2	5	0	4	1
COc1ccc(-n2c(=O)cc(N3CC(C)OC(C)C3)[nH]c2=O)cc1 (stereo unspecified)	0	0	2	-3	6	3	-3	-6	4
CC1(C)CC(=O)C=C(NNC(=O)OC(C)(C)C)C1	-2	0	-3	8	1	3	-1	-2	-1
O=C(N/C(=C/c1ccco1)C(=O)N1CCOCC1)c1cccs1	3	1	0	0	0	4	-3	10	9
CC(C)C(OC(=O)c1cc2sccc2n1C)C(=O)NCC1CCCO1 (stereo unspecified)	2	2	-1	0	8	2	1	3	13
Nc1cc(C(=O)O)ccc1Sc1ccccc1C(=O)O	2	-2	3	8	-1	3	4	11	9
COc1ccccc1NC(=O)NNC(=O)CN1C(=O)COc2ccccc21	6	-6	-5	-6	0	0	1	-4	-8
CCC1CCCCN1C(=S)Nc1cccc(S(=O)(=O)N(C)C)c1 (stereo unspecified)	1	-1	1	4	-1	0	-5	3	0
O=C(NC1CCCCCC1)c1c(O)nc2sccn2c1=O	-7	0	6	4	4	7	-4	4	-3
O=C(O)CSc1ncnc2c1sc1nc(-c3ccccc3)c3c(c12)CCC3	-4	-2	-12	4	4	7	-4	3	-13
COc1ccccc1NC(=S)NCCc1ccc(OC)c(OC)c1	-4	-2	3	-3	-5	4	2	3	-7
CCOC(=O)CNC(=O)N1CCCC(CCC(=O)NCc2ccc(F)c(F)c2)C1 (stereo unspecified)	-4	6	0	0	-1	-1	1	1	14
COc1cc(/C=N/NC(=O)COc2ccc(Cl)cc2)ccc1OS(=O)(=O)c1ccc(C)cc1	14	-21	-9	24	-35	-6	0	-11	-8
Cc1ccc(N2CC(C(=O)N3CCC4(CC3)CC(=O)c3ccccc3O4)CC2=O)cc1 (stereo unspecified)	-3	2	0	14	7	2	1	11	16
Other results:
SMILES	PME-1 primary	LYPLA1 counter	pPAFAH FP inh	GSTO1 counter	LYPLA2 inh	PAFAH1B2 FP inh	PAD4 inh	PAFAH1B3 FP inh	PREPL inhibitor
Cc1ccc2c(c1)S/C(=C/c1ccc[n+](C)c1)N2CCO	6	3	4	0	4	-5	0	-3	15
CCc1c(C)sc(NC(=S)Nc2cccnc2)c1C(=O)OC	-3	3	2	5	6	-2	-2	7	11
Cn1nccc1C(=O)NC1CCN(Cc2ccccc2)CC1	-2	0	0	-2	4	-4	1	5	4
COc1ccc2c(c1)C(NS(=O)(=O)OCC(Cl)(Cl)Cl)CCC2 (stereo unspecified)	1	-4	20	-5	-1	5	-6	-4	-14
CCCc1nnc(SCC(=O)N2CCOCC2)n1C	-1	1	7	1	9	8	-4	10	-4
CCNC(=S)N/N=C(\C)c1ccc(Cl)s1	3	3	2	5	3	0	-4	10	-4
NC(=O)CSc1nc2sc(-c3ccccc3)cc2c(=O)n1N	-1	-5	-4	5	-8	6	-2	-6	0
O=C(N/N=C/c1cccnc1)c1ccc(S(=O)(=O)N2CCCCCC2)cc1	-3	4	3	-10	8	1	0	2	12
S=C(NCc1ccc(Cl)cc1)NC1CCCCC1	-1	-2	3	11	-2	11	4	1	1
Cc1ccn(C(=O)c2ccc(NC(=O)CC(C)C)cc2)n1	-3	5	-1	-4	-3	-1	-7	2	71*
O=[N+]([O-])c1cc(S(=O)(=O)Nc2cccc(C(F)(F)F)c2)ccc1-n1nnc2ccccc21	33*	-6	23	-43	-10	8	-2	7	-1
CCN(CC)C(=O)C1CCN(S(=O)(=O)c2c(C)noc2/C=C/c2cccc(C)c2)CC1	-2	4	5	0	-2	4	2	-3	42
CCCOc1ccc(NC(=O)CC2Nc3ccccc3NC2=O)cc1 (stereo unspecified)	10	-1	1	-3	1	1	-3	3	14
COC(=O)c1ccccc1NC(=O)C1CC(=O)N(C2CCCCC2)C1 (stereo unspecified)	3	2	2	4	-3	1	3	0	20
COc1ccc(C(=O)Nc2ccc(Br)cn2)cc1S(=O)(=O)N1CCOCC1	6	-5	2	.	0	0	3	10	-2
C=CCn1c2ccccc2c2nnc(SCc3ccc4nonc4c3)nc21	-1	4	4	1	8	0	-1	-4	5
CC(=O)C1=C(O)C(=O)N(c2cc(C(C)(C)C)on2)C1c1ccc(Br)cc1 (stereo unspecified)	-2	2	7	-7	9	14	-7	7	-6
O=C(CN1CCSCC1)N/N=C/c1cccc(Cl)c1	0	4	3	3	6	3	-4	15	6
Cc1cc(C)n2nc(-c3ccc(Cl)cc3)cc2n1	-5	0	5	-3	1	3	-1	8	-28
CCOC(=O)N1CCN(c2c(NCCc3ccc(OCC)c(OCC)c3)c(=O)c2=O)CC1	-3	0	-7	5	-2	5	-7	4	14
Cc1ccc(S(=O)(=O)N(C)C[C@H]2Oc3c(NC(=O)Nc4cccc5ccccc45)cccc3C(=O)N([C@@H](C)CO)C[C@@H]2C)cc1	.	.	1	.	.	5	1	8	-2
COc1cc(NC(=O)Cn2cnc3sc(C)c(S(=O)(=O)N4CCN(C)CC4)c3c2=O)cc(OC)c1OC	-4	-1	-4	-4	3	.	0	.	-2
CN(CC(=O)Nc1ccccc1Cl)C(=O)COC(=O)c1nc(Cl)c(Cl)c(Cl)c1Cl	3	-3	13	17	1	0	11	11	16
O=C(Nc1ccc(O)c(C(=O)O)c1)c1ccc2c(c1)C(=O)N(CC1CCCO1)C2=O (stereo unspecified)	-6	0	2	5	8	2	0	-1	6
O=C(O)c1cccc2c(/C=N/Nc3ccccn3)c[nH]c12	1	2	9	1	4	3	1	2	5
